OXTR ag: agonists of human oxytocin receptor | AID 2435 | CHO-OTR cells, Fluo-8 calcium fluorescence; normalized: DMSO 0%, oxytocin 100% | activation, % at 3 µM | P30559 | 0.32% of 320,000 active;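 active = activation above the mean of all tested compounds plus 3 SD, cutoff set per screening run, cut at about 20% in these data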;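 note: peak over basal fluorescence ratio from a 100 s FLIPR kinetic read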
VIM-2 inh: blocks Pseudomonas aeruginosa VIM-2 metallo-beta-lactamase. AID 1527. purified VIM-2, nitrocefin hydrolysis, epi-absorbance fluorescence. 0.89% of 290,000 active. inhibition, % at 5.6 µM;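 active = inhibition above the mean of all tested compounds plus 3 SD, cutoff set per screening run, cut at about 7.5% in these data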;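 note: red hydrolysis product quenches plate fluorescence so inhibitors raise well fluorescence; 0% = enzyme with DMSO and 100% = DMSO without enzyme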
GalR3 antagonist: antagonists of human GalR3 | O60755 | HEK293 GalR3-CNG cAMP membrane potential fluorescence; galR3 body fused to GalR1 C-terminus | inhibition, % at 3 µM | 0.44% of 360,000 active;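 active = inhibition above the screen-wide average plus 3 SD, cut at about 13% in these data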;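 note: forskolin and galanin both at EC90 stimulate the cells; cAMP rise reported by CNG channel membrane potential dye signal; 0% = forskolin plus galanin with DMSO and 100% = forskolin alone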
Target sequence (O60755 1-299 limits assumed): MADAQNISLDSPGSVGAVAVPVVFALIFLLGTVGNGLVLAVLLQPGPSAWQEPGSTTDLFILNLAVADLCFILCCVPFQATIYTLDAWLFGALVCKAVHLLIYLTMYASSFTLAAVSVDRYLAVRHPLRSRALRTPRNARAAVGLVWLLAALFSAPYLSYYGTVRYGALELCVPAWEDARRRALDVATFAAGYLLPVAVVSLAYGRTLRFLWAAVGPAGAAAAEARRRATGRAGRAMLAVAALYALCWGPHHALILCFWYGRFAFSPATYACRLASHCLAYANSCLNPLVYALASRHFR
FID counter: counter-screen for HCV NS3 helicase inhibitors: DNA intercalator displacement. DNA fluorescent intercalator displacement, fluorescence. 0.17% of 290,000 active. AID 1845. inhibition, % at 7.9 µM; in the data active = inhibition above about 37%;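 note: 0% = vehicle and 100% = reference compound; higher means more ethidium bromide displaced from hairpin DNA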
GPR7 antag: antagonists of human GPR7 (neuropeptides B/W receptor 1) | P48145 | GPR7-expressing cells, fluorescence antagonist assay | inhibition, % at 4.4 µM | 1.1% of 290,000 active; in the data active = inhibition above about 16%, passing the limit was not always enough;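 note: cells stimulated with the agonist NPW; 0% = agonist with vehicle and 100% = vehicle without agonist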
Target sequence (P48145 whole entry, looked up): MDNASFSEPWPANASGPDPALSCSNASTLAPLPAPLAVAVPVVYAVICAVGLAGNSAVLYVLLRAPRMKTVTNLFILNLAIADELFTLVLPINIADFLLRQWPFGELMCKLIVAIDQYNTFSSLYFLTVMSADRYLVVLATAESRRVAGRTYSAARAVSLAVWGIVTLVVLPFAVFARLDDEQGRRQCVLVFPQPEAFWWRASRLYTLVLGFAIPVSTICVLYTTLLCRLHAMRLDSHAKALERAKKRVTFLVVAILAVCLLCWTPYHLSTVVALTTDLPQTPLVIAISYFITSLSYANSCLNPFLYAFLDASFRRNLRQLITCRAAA
V1R ag counter: activates human V1a receptor in oxytocin agonist counter-screen; CHO-V1R cells, Fluo-8 calcium fluorescence, agonist mode; 0% DMSO, 100% 3 nM vasopressin; 0.25% of 320,000 active; AID 2797; activation, % at 3 µM;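 active = activation above the mean activation of all tested compounds plus 3 SD, per screening run, cut at about 20% in these data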;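 note: signal is peak over basal fluorescence ratio across a 100 second FLIPR read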
Target sequence (P37288 whole entry, looked up): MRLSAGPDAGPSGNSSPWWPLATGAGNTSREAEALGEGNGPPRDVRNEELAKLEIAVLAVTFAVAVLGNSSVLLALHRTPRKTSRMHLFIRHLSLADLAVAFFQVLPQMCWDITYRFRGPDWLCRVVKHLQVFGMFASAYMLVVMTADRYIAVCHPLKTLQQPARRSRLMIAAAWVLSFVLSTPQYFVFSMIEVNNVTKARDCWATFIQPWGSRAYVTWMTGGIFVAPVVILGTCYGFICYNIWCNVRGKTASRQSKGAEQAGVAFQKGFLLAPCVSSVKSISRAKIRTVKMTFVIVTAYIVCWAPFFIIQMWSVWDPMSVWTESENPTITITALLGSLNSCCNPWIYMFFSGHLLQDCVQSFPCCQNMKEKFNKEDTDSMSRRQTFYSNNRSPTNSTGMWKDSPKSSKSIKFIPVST
HCV NS3 hel inh: HCV NS3 helicase inhibition; NS3 helicase DNA unwinding, Cy5 molecular beacon fluorescence; inhibition, % at 10.9 µM; 0.56% of 290,000 active;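 active = inhibition above the mean of all tested compounds plus 3 SD, set per campaign, cut at about 35% in these data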;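 note: 0% = DMSO wells and 100% = thioflavine S control wells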
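System: HCV NS3 helicase fragment; control set: DMSO and thioflavine S; technique: Cy5 fluorescence at 0 and 60 min, beacon hairpin quenching; reagent: beacon DNA duplex substrate plus ATP; replicates: singlicate; schedule: 1 h reaction at 25 °C, ATP-initiated; medium: MOPS buffer pH 6.5 with MgCl2, DTT, Tween20, BSA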
PHOSPHO1 block: blocks human PHOSPHO1 phosphatase activity. recombinant PHOSPHO1, absorbance phosphatase assay. inhibition, % at 13.3 µM. 1.1% of 290,000 active; in the data active = inhibition above about 60%
IMP-1 inh: blocks Pseudomonas aeruginosa IMP-1 metallo-beta-lactamase; AID 1556; inhibition, % at 5.6 µM; 0.45% of 290,000 active; purified IMP-1, nitrocefin hydrolysis, epi-absorbance fluorescence;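 active = inhibition above the mean plus 3 SD of all compounds in the same screening run, cut at about 4.5% in these data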;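 note: 0% = IMP-1 with DMSO and 100% = DMSO wells lacking enzyme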
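System: purified recombinant IMP-1 beta-lactamase. Medium: Zinc- and detergent-supplemented HEPES buffer, pH 7.1. Compound: one 5.6 µM dose […]. Schedule: 15 min preincubation plus 25 min reaction at 25 °C. Technique: Epi-absorbance fluorescence, 480 nm excitation, 530 nm emission.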
Starred values were filed as active, the others as inactive; . = no result given.

SMILES	OXTR ag	VIM-2 inh	GalR3 antagonist	FID counter	GPR7 antag	V1R ag counter	HCV NS3 hel inh	PHOSPHO1 block	IMP-1 inh
Cn1cnnc1Sc1nc2ccccc2nc1NS(=O)(=O)c1ccccc1	2.1	2.2	0	-18	-3	1.7	-1	62*	-1.4
CCCN1CCC(N2CCN(c3ccc([N+](=O)[O-])cc3)CC2)CC1	0.6	-0.8	-9	19	-8	0.2	-1	41	-0.6
O=S(=O)([O-])CCC[n+]1ccc(Oc2ccccc2)cc1	.	-0.7	-5	-3	1	.	13	-50	-2.6
CC(C)c1ccc(S(=O)(=O)N2CCN(C(=O)c3cc(-c4ccccc4)n[nH]3)CC2)cc1	0.9	-1.3	-2	-37	-6	0.8	-4	18	-5.0
O=[N+]([O-])c1cc([N+](=O)[O-])c(Oc2cccc(Cl)c2Cl)cc1NN1CCCCC1	-0.6	-1.2	-6	1	-8	1.9	-15	-7	-2.1
CCOC(=O)c1ccc(OCC(=O)c2ccc(O)cc2O)cc1	5.5	-4.4	-4	-7	-14	3.5	-2	-23	-6.1
Cc1ccc(C(=O)NCCNC(=O)COc2ccccc2Cl)cn1	0.5	-0.7	-10	-8	8	0.6	7	24	-1.8
O=C(N/N=C/c1cn[nH]c1-c1ccc(F)cc1)c1ccncc1	1.4	-5.3	5	-9	-9	-1.0	2	4	-2.0
O=C(CSc1nnc(-c2ccc(F)cc2)o1)N1CCN(C(=O)c2ccco2)CC1	0.3	0.3	-2	-4	-10	1.6	4	10	0.5
Cc1ccc(NC(=O)Nc2ccc3c(c2)C(=O)OC3)cc1Cl	1.2	-2.2	-4	-2	-8	1.7	2	3	-0.8
O=C(CCN1C(=O)c2cccc3cccc(c23)C1=O)N1CCN(Cc2ccc3c(c2)OCO3)CC1	6.2	-1.4	-8	-8	-2	6.5	7	53	-2.3
Nc1ccc(C(=O)OCC(=O)N2CCOCC2)cc1[N+](=O)[O-]	2.5	-1.4	-5	-3	7	0.6	11	-1	-2.8
Cc1cc(C(=O)CSc2nnc(Nc3ccccc3F)s2)c(C)n1CC1CCCO1 (stereo unspecified)	.	2.1	-4	-22	4	.	4	94*	0.1
CCN(CC)c1ccc(C=Nc2ccccc2C)c(O)c1	-2.4	-3.2	5	-5	-4	1.2	-2	-7	-3.0
COc1ccc(-c2cc(-c3cc(C)ccc3O)[nH]n2)cc1	-0.6	-4.6	-7	1	7	3.0	-28	36	-1.9
Cc1cccc(NC(=S)NCC(c2cccnc2)N(C)C)c1C (stereo unspecified)	0.4	-0.1	-3	-3	-1	0.7	3	-12	-5.0
Cc1nc2cc3ccccc3cc2n1C	-1.1	-1.2	-2	0	-7	-0.2	-6	1	-2.0
CCOC(=O)c1c(C)c(C(=O)NCCc2ccccc2)c(C)n1C	-1.5	-1.4	-5	-24	-5	-0.3	-1	-12	0.6
COc1ccc(-c2ccc(OC)c([C@H]3[C@H]4C=CC[C@@H](C)[C@@H]4C(=O)N3Cc3ccccc3)c2)cc1OC	-1.0	.	-1	.	.	0.3	.	4	.
CC(=O)Nc1ccc(NC(=O)Cn2ccc([N+](=O)[O-])n2)cc1	0.5	1.1	2	3	-6	1.6	-1	41	-1.9
COC(c1ccccc1)c1nnc(CCC(=O)N2CCN(Cc3cccs3)CC2)o1 (stereo unspecified)	-0.8	-3.7	-6	-34	17	-0.2	11	12	-1.4
CC(OC(=O)CN(C)S(=O)(=O)c1ccc(Cl)cc1)C(=O)Nc1cccc(Cl)c1 (stereo unspecified)	1.4	-4.9	-3	-13	12	3.4	-3	-5	-3.9
CCC(CO)NCc1ccc(Br)cc1 (stereo unspecified)	0.7	-1.7	-1	2	-4	2.0	6	-17	-2.1
Cc1ccc(N2CCN(CCc3nc4cc(NC(=O)c5ccco5)ccc4n3C)CC2)cc1	-0.3	-1.9	-8	-8	-2	0.1	-11	-25	-3.1
COc1ccc(C(=O)NCC(=O)OCC(=O)NCc2cccs2)cc1	-0.4	-5.0	-4	1	-17	-0.3	-2	6	-3.4
O=C(Cn1nc(CNc2ccc(Br)cc2)[n+]2c1CCCCC2)c1ccc([N+](=O)[O-])cc1	-1.0	-3.7	-1	29	-9	0.1	-80	2	-4.9
O=C(CN1C(=O)CCC1=O)Nc1nc(-c2ccc(Cl)s2)cs1	2.3	-0.9	-1	-1	3	1.6	-13	-5	-2.1
CCOC(=O)C1(CCOc2ccccc2)CCN(Cc2ccc(O)c(OCC)c2)CC1	1.6	-1.4	-8	7	1	4.3	-25	30	-2.5
Cc1cc(C)c(C#N)c(Nc2ccccc2F)n1	-2.1	-1.7	-8	-3	0	-1.6	2	19	-4.5
Cc1cc(C)cc(NC(=O)NN2C(C)CCCC2C)c1 (stereo unspecified)	-0.1	-1.8	-3	-34	-2	-1.4	-18	-26	-2.8
COCCNC(=O)COC(=O)/C=C/c1cnc2ccccc2n1	0.8	-1.7	-7	-5	-15	1.4	-6	34	-3.2
CCOCCn1c(CN2CCN(c3ccccc3)CC2)nc2c1c(=O)n(C)c(=O)n2C	-1.4	1.4	-1	-28	-12	-0.9	-5	.	-1.4
N#CCCC12CCCCC1=Nc1ccccc12 (stereo unspecified)	0.2	-2.6	0	0	-8	1.8	1	-1	-2.8
CCCOC(=O)c1ccc(NC(=O)CC(C)(C)C)cc1	-0.8	-2.6	-3	-18	-10	-0.2	-1	-1	-3.0
Cc1cccc(NC(=O)CN2C(=O)N/C(=C/c3cc(C)n(C)c3C)C2=O)c1	.	-1.2	-4	-3	-2	.	6	-15	-3.8
CCN(CC)c1nc2ccccc2nc1C(C#N)C(=O)NCCc1ccccc1 (stereo unspecified)	-1.3	-1.6	-3	-10	9	-0.6	-5	20	-2.7
COc1cccc(NC(=O)Nc2cc(C)ccc2F)c1	-1.3	-4.1	-2	-3	-9	-1.4	5	13	-4.2
COc1cccc(/C=C2/C(=O)NN(c3ccc(F)cc3)C2=O)c1	.	-0.7	-10	-17	-30	.	48*	11	-5.4
CCCCCCc1nc2ccccc2c(=O)n1NC(=O)c1c(O)c2cccc3c2n(c1=O)CC3	.	-1.8	.	1	-8	.	0	.	-3.4
COCCNC(=S)N1CCN(Cc2ccc3c(c2)OCO3)CC1	0.2	0.1	-8	-9	-11	-0.7	0	32	-2.0
CC(=O)c1c(C)n(C)c2ccc(OC(=O)c3ccco3)cc12	-0.1	-0.1	-3	-13	5	2.5	-5	4	-4.1
O=C(c1sc2cccc(Cl)c2c1Cl)N1CCN(CCc2ccccn2)CC1	0.3	-3.3	-9	-40	3	1.8	-9	34	-2.8
O=S(=O)(NCC1CCCO1)c1cccc(C(F)(F)F)c1 (stereo unspecified)	-0.7	-4.5	-2	5	7	1.1	3	-36	-2.7
O=C(Cn1cnc2ccccc2c1=O)c1ccc(Br)cc1	-0.8	-1.8	-3	-5	-13	0.1	2	37	-1.6
CCOc1cc(N2CCOCC2)c(OCC)cc1NC(=O)CSc1cccc[n+]1[O-]	-0.2	-2.4	-4	-5	3	0.5	-1	6	-1.1
CCn1c(SCC(=O)Nc2nc3ccc(C)cc3s2)nc2c(c1=O)SC(C)C2 (stereo unspecified)	1.1	-3.5	.	-4	-10	4.2	-2	-11	-3.0
O=C(COc1ccc(Br)cc1)N1CCN(S(=O)(=O)/C=C/c2ccccc2)CC1	3.3	0.0	-2	-9	12	5.3	-5	-5	-3.3
COc1cc(CNC(C)c2ccccc2)cc(Br)c1OCc1ccccc1 (stereo unspecified)	4.9	-2.5	-1	29	-8	3.3	-68	44	-3.9
CCOc1ccc(NC(=O)C(CC)NC(=O)c2ccccc2CO)cc1 (stereo unspecified)	-0.9	-2.4	1	-4	0	0.1	5	-7	-2.4
CCCCCCc1cc2cc(-c3nnc(-c4cccc(OC)c4)o3)c(=O)oc2cc1O	.	-5.0	-4	0	-4	.	4	.	-1.2
New compounds follow
SMILES	OXTR ag	VIM-2 inh	GalR3 antagonist	FID counter	GPR7 antag	V1R ag counter	HCV NS3 hel inh	PHOSPHO1 block	IMP-1 inh
Cn1ncc(Br)c1C(=O)Nc1ccc(Cl)cn1	-0.1	-6.2	-2	4	-6	-0.1	2	17	-1.8
O=C(Nc1cc(C(F)(F)F)ccc1F)C1CCCC1	-1.2	-1.6	-4	6	-3	-1.2	3	32	2.9
C=CCn1c(=N)n(CC(O)c2ccco2)c2ccccc21 (stereo unspecified)	0.4	-1.1	-7	-1	2	-0.3	0	19	-4.2
COC(=O)N/N=C/c1ccc(OC(=O)c2ccco2)c(OC)c1	-0.7	-2.1	-2	-7	-9	-1.2	-1	32	-1.3
O=C(Nc1ccc(Cl)cc1)c1cccc(OC(=S)N2CCOCC2)c1	.	-0.5	-3	-21	-5	.	-14	42	-2.0
CCCCOc1cccc(C(=O)N(Cc2ccccc2)C2CCS(=O)(=O)C2)c1 (stereo unspecified)	-1.3	0.6	-11	-38	-5	1.0	-15	8	-1.8
CCCn1nnnc1COc1ccc(C(N)=O)cc1	0.3	1.2	-9	-3	-5	0.6	-6	-9	-3.9
Cc1nc2ccccc2c(=O)n1NC(=O)C1CC1	-0.5	-0.1	-5	0	-10	-0.8	-10	20	-0.4
COc1ccc(-n2nc(C(=O)NCc3ccco3)c3c4ccccc4n(C)c3c2=O)cc1Cl	-0.2	-3.6	-1	-1	-1	-0.3	3	20	-1.2
COc1ccc(Oc2nc(Oc3ccc(OC)cc3)nc(Oc3ccc(OC)cc3)n2)cc1	1.5	-3.5	-2	3	4	-0.5	4	27	-4.1
COc1ccc(OC)c(NC(=O)c2nnn(Cc3ccc(Br)cc3F)c2N)c1	5.9	-2.8	-3	-3	-2	3.6	-16	2	-0.7
COc1ccc(CCC(=O)NC2CCCCC2)cc1	-0.1	0.5	-3	-5	-3	0.1	1	-6	-0.5
CCOc1ccccc1C(=O)Nc1cccc(-c2nnc(-c3ccccc3)o2)c1	0.0	-0.9	-5	2	3	-0.4	6	4	-3.1
Cc1c(NC(=O)c2cccnc2Cl)c(=O)n(-c2ccccc2)n1C	0.1	-0.2	.	-7	3	0.3	5	29	7.0*
C/C=C/c1ccc(OCCn2cncn2)c(OC)c1	-0.9	-0.4	-2	6	8	1.8	1	-7	-1.0
CCc1cccc(CC)c1NC(=S)NCCc1c(C)[nH]c2ccccc12	0.3	-4.9	3	-24	-13	-0.3	-12	-4	-3.6
Cc1cc(-c2csc(NC(=O)c3cccc(S(=O)(=O)N(C)C)c3)n2)c(C)n1-c1ccccc1	1.1	2.5	7	-21	2	0.2	33	8	-3.0
COc1cc(C(=O)Nc2ccccc2N2CCCCC2)cc(OC)c1OC	-1.8	0.1	-8	-29	-14	-1.7	-16	31	-2.6

Screens from PubChem.
